KDM5B inh = KDM5B demethylase inhibition. KDM5B demethylase, FDH-coupled NADH fluorescence (FDH is formaldehyde dehydrogenase). Potency, µM (titrated, usually from 57.7 µM), for the others: top-dose activity change, negative = inhibition, hits mostly inhibitors. actives 2.6% (n = 220,000); active means well fitted inhibition curve with a large enough effect; inconclusive means small, poorly fitted or top-dose-only effect; inactive means no such curve, though single readings can be large or run the other way; further: 0% is about no effect; nearly all actives have a fitted effect of over 70% in size
Target sequence (Q9UGL1 whole entry, looked up): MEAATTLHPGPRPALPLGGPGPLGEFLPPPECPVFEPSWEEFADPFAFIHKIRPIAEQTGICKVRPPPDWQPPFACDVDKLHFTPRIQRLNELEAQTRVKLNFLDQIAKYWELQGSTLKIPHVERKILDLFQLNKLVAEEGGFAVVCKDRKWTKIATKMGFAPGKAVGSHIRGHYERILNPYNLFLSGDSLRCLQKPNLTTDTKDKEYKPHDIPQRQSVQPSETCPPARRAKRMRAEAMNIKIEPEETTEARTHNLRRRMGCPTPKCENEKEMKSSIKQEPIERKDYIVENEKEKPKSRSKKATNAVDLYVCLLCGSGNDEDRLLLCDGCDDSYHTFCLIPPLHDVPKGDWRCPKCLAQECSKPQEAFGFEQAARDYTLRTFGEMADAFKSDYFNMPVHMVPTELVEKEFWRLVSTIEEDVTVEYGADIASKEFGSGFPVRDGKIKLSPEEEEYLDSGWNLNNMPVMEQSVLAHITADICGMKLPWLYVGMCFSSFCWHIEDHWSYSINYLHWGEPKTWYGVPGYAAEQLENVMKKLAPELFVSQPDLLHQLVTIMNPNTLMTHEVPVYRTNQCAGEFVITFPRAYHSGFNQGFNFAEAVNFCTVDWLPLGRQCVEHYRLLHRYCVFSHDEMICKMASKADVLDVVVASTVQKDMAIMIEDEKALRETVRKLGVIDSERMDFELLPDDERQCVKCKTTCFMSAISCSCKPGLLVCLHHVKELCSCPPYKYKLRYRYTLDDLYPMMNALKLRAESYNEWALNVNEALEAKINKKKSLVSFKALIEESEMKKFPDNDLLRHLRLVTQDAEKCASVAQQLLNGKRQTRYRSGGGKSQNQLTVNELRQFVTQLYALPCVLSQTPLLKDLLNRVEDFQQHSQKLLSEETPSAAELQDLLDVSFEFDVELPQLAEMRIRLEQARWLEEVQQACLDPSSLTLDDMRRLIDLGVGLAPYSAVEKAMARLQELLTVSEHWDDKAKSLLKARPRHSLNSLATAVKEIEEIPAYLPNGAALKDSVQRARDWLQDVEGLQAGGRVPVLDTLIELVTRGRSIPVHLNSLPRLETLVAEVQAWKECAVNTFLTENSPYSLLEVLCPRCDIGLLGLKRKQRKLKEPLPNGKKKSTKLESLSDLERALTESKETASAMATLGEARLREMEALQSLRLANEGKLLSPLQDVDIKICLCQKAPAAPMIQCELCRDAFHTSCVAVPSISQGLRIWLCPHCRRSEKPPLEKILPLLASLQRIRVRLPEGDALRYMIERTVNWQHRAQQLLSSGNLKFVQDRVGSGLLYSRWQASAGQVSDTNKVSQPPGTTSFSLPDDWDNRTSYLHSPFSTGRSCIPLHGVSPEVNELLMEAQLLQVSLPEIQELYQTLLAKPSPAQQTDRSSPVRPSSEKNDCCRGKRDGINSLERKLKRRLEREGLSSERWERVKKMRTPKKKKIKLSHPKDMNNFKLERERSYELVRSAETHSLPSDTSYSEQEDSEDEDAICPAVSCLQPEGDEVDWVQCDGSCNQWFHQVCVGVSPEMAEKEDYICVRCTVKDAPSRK
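Inhibition is measured as reduced NADH fluorescence generation from FDH coupling to formaldehyde release. Truncated KDM5BΔAP at 200 nM final acts on H3K4me3 peptide (12.5 µM in substrate mix) in pH 7.5 HEPES buffer with Tween-20, 30 min, room temperature.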
* hit, by the source's call; i = inactive; ? = inconclusive; [ ] = dose if it differs, or a comment. Potency means the concentration at half of the fitted maximal effect.

Preview, 4 compounds:
SMILES	KDM5B inh
Cc1[nH]c(=O)[nH]c(=O)c1/C=N/NC(=O)[C@H](C)N	-22%
O=c1oc2ccccc2cc1S(=O)(=O)c1cccc(Cl)c1	-1%
Cc1ccccc1NC(=O)N1CCC(CCNC(=O)c2cccc(F)c2)CC1	20%
CC(C)c1ccc2cc(C(=O)N(Cc3ccco3)C3CC3)[nH]c2c1	7%

All compounds of this part (from the top)
SMILES	KDM5B inh
Cc1[nH]c(=O)[nH]c(=O)c1/C=N/NC(=O)[C@H](C)N	-22%
O=c1oc2ccccc2cc1S(=O)(=O)c1cccc(Cl)c1	-1%
Cc1ccccc1NC(=O)N1CCC(CCNC(=O)c2cccc(F)c2)CC1	20%
CC(C)c1ccc2cc(C(=O)N(Cc3ccco3)C3CC3)[nH]c2c1	7%
Cc1cc(=O)oc2cc3c(cc12)CCC1(CCC(C)CC1)O3 (stereo not drawn)	?
CCC(=O)N1CCc2cc(Br)cc(S(=O)(=O)CCC(=O)NCc3ccc(F)cc3)c21	0%
CS(=O)(=O)c1ccc(Cl)c(NC(=O)COC(=O)/C=C/c2cnc3ccccc3n2)c1	-3%
CCc1noc(-c2cn(C3CCN(C(=O)c4ccc5c(c4)OCO5)CC3)nn2)n1	-12%
COc1ccc(-c2cc(=O)c3cc(OC(=O)C(C)C)ccc3o2)cc1	i
CCOCCCNC(=O)N[C@H](C(=O)O)C(C)CC (stereo partly drawn)	21%

A stretch from further up, for reference:
SMILES	KDM5B inh
COc1ccc(-c2cc(=O)c3cc(OC(=O)C(C)C)ccc3o2)cc1	i
CCOCCCNC(=O)N[C@H](C(=O)O)C(C)CC (stereo partly drawn)	21%

The listing continues:
SMILES	KDM5B inh
Cc1ccc(C(=O)CSc2nc(C)cc(C)c2C(=O)Nc2cccc(C)c2)cc1	-23%
COc1ccc(NC(=O)Nc2c[nH]c(=O)[nH]c2=O)cc1OC	-21%
CCCc1c(NC(=O)Nc2ccc(F)cc2)cnn1-c1ccc(Cl)cc1	31%[activator]
CCn1ncc(S(=O)(=O)NCc2ccccc2Cl)c1C	16%
CCOCCCNc1nc2c(C)cccn2c(=O)c1/C=C1\SC(=S)N(C(C)CC)C1=O (stereo not drawn)	-8%
COCCNC(=O)CCC[C@@H]1[C@H]2CCCN3CCC[C@@H](CN1C)[C@@H]23	4%
CC(Sc1nc(Nc2ccccc2)c2ccccc2n1)C(=O)N1CCCC1 (stereo not drawn)	8%
O=C(Cc1ccc(S(=O)(=O)N2CCOCC2)s1)N1CCN(S(=O)(=O)c2ccccc2F)CC1	-4%
COc1cccc2c1CCN=C2C[C@H]1CN(C(=O)C(C)(C)C)CC[C@H]1CC(=O)O	35µM*
CCOc1ccc(CCNC(=O)Cn2nnc(-c3ccc(C(F)(F)F)cc3)n2)cc1OCC	-22%
CCCC(=O)Nc1ccc(-c2csc(N/N=C\c3ccncc3)n2)cc1	-7%
CC(C)c1ccc2oc(=O)cc(CN3CCN(c4ccccc4F)CC3)c2c1	3%
CCOc1ccccc1NC(=O)CCS(=O)(=O)c1ccc2c(c1)oc(=O)n2C	-4%[11.5 µM]
O=C(CN1C(=O)NC2(CCCCC2)C1=O)NC1CCc2ccccc21 (stereo not drawn)	-16%
CC1CCc2nc(N)c(C#N)c(-c3ccc(F)cc3)c2C1 (stereo not drawn)	?
CN1C[C@@H](NC(=O)c2ccccn2)C[C@H]1c1nc(-c2ccc3ccccc3c2)no1	?
CN(Cc1cccn1C)C(=O)NC1CCCC1	2%[86.2 µM]
COc1ccc(S(=O)(=O)CCC(=O)Nc2c(C)cccc2C)cc1	-27%
CCCCCCc1ccc(OC(=O)c2ccncc2)cc1	11%
CC(C)CCNC(=O)N1c2ccccc2CC1c1noc(C2CCOCC2)n1 (stereo not drawn)	-4%
CCNc1sc(C(C)=O)c(N)c1C#N	?
COCC1(C(=O)N2CCN(C)C3(CCNC(=O)CC3)C2)CC1 (stereo not drawn)	?
O[C@H]1[C@H](NCc2ccc(F)cc2)[C@H]2CO[C@H](O2)[C@@H]1N1CCC(Cc2ccccc2)CC1	-22%[86.2 µM]
O=C(c1ccccc1F)N1CCCn2cc(-c3ccccc3F)nc21	-10%
N#Cc1ccc(CN2CCC(c3nc4ccc(F)cc4c(=O)[nH]3)CC2)cc1	-1%[115 µM]
Cc1cccc(OCC(=O)Nc2ccc(-c3nc4ccccc4o3)cc2)c1C	?
CC(C)c1ccc(CNC(=O)c2cc3n(n2)CC(c2ccc4c(c2)OCO4)OC3)cc1 (stereo not drawn)	?
O=C1NCc2ccccc2CC12CCN(Cc1ccc(F)cc1)CC2	28%[149 µM]
O=C1CC(c2ccccc2)CC(O)=C1C=NCCN1CCN(Cc2ccccc2)CC1 (stereo not drawn)	8%
CC(C(c1cccs1)c1c(N)n(C)c(=O)n(C)c1=O)[N+](=O)[O-] (stereo not drawn)	12%
CCOC(=O)c1cc(CC)sc1NC(=O)CC1Sc2ccc(C(F)(F)F)cc2NC1=O (stereo not drawn)	-5%
COc1cc(CN2CCCCC23Cc2ccccc2CNC3=O)cc(OC)c1 (stereo not drawn)	-14%[115 µM]
CC(=O)Nc1ccc(NC(=O)c2c(C)oc3ccn(Cc4ccc(F)cc4)c(=O)c23)cc1	28µM*
Cc1nc2cccnc2n1C1CCN(C(=O)Nc2ccc(Cl)cc2)CC1	4%
CCCCN(CCCC)CCCNC(=O)c1cc(-c2ccc(Cl)s2)nc2ccccc12	?
COc1ccc(CN2C(=O)[C@@H]3C[C@@H](O)CN3C3(CN(Cc4cccnc4)C3)C2=O)cc1	-21%[86.2 µM]
CSc1nc2ccc(NC(=O)COc3ccccc3F)cc2s1	17%
CCN1c2cc(C(=O)Nc3ccc(Br)cc3)ccc2C(=O)N2CCCC21 (stereo not drawn)	?
CC(C)CCC(=O)N1CCC2(CC1)N(c1ccccc1)C(=O)CS2(=O)=O	-2%
CC(=O)NC1(C)CCN(Cc2cccc(Nc3ccccc3)c2)C1 (stereo not drawn)	?
O=C(N[C@@H]1CN(C(=O)c2ccc3ncccc3c2)CC[C@@H]1CO)C1CC1	-25%
Cc1ccc(CNC(=O)CC(C)Cc2nnc3c(=O)n(-c4cccc(F)c4)ccn23)cc1 (stereo not drawn)	-6%
CN(C)CC(=O)N1Cc2ccccc2CC2(CCCN2C)C1 (stereo not drawn)	?
O=C(NCCC1CCN(C(=O)Nc2cc(F)ccc2F)CC1)c1cc(F)ccc1F	19%
Cc1cccc(-c2noc([C@@H]3Cc4nc[nH]c4CN3C(=O)Nc3cccc(C#N)c3)n2)c1	?
O=c1[nH]c2ccccc2n1C1CCN(c2nccc(-c3cccnc3)n2)CC1	?
CC(=O)Nc1ccc(CN[C@@H]2CO[C@H](CNC(=O)NC(C)C)[C@H]2O)cc1	215%[activator][86.2 µM]
COc1ccc(-c2cc(N3CCCN(C(=O)c4ccc(C)cc4)CC3)n[nH]2)cc1	?
COc1ccc(CNC(=O)Cc2c(C)c3c(OC)cc(C)cc3oc2=O)cc1	?
Cn1c(=O)c(C(=O)CN2CCCCC2)c(N)n(Cc2ccccc2)c1=O	-25%
Further entries follow:
SMILES	KDM5B inh
Cc1ccc(CN(Cc2ccco2)C(=O)COc2cc(C)c(Cl)c(C)c2)cc1	?
COc1ccc(C2C=C3c4cc5c(cc4CCN3C3=C2C(=O)CCC3)OCCCO5)cc1 (stereo not drawn)	?
CC1(c2noc(C3CC3)n2)CCN(C(=O)CCc2cc(Cl)no2)CC1	14%
CCCc1nnc2sc(-c3ccc(CNC(=O)c4ccccc4C)cc3)nn12	8%
CC1=C[C@@H](CN2CCN(CCO)CC2)[C@H](C(C)C)C[C@H]1Cc1nnc(-c2ccc(N(C)C)cc2)o1	?
CCN(CC)S(=O)(=O)NCCNS(=O)(=O)N(CC)CC	-5%
Cc1ccc(CNC(=O)CCc2nc3cccnc3n2Cc2ccccc2)cc1	-17%
COc1ccc2[nH]c3c(=O)n(CCCN4CCOCC4)cnc3c2c1	?
Cc1ccc(S(=O)(=O)N2CCN(C(=O)Cc3ccc(-c4ccccc4)cc3)CC2)cc1	?
Cc1ncc(-c2ccccc2)[nH]1	-23%[345 µM]
Cc1ccccc1Cn1c(CN2CCc3ccccc3C2)nc2c1c(=O)n(C)c(=O)n2C	13%
COc1ccc([C@@H]2c3c(C)nn(-c4ccccc4)c3NC(=O)[C@H]2NC(=O)c2ccc(Cl)cc2)cc1	23%
CCn1c(=O)c2cc(C(=O)NCCc3ccc(Cl)cc3)sc2c2ccccc21	?
Cc1c(C(=O)N2CCCC2)oc2c1-c1nn(CC(=O)NC(C)c3ccccc3)cc1CC2 (stereo not drawn)	?
CCOc1cc(N2CCOCC2)c(OCC)cc1NC(=O)C(C)C	6%
Cc1noc(-c2ccn3c(CNC(=O)c4ccc(Cl)cc4)nnc3c2)n1	i
Cc1cccc(CC(=O)N2CC(C(=O)NCCc3ccncc3)C3(CCOCC3)C2)c1 (stereo not drawn)	-7%
COCCCNC(=O)COc1cc2c(c3oc(=O)c(C)c(C)c13)CCC(C)(C)O2	?
COc1ccccc1NC(=O)Cn1c(=O)n(CCCCCC(=O)NCc2ccccc2)c(=O)c2sccc21	0%
CCOC(=O)C(=O)Nc1nnc2n1CCS2	?
O=C(NC1CCCN(c2cc(-c3ccc(F)cc3)[nH]n2)C1)c1ccccc1F (stereo not drawn)	-26%
O=C1C(N2CCN(S(=O)(=O)c3ccc(F)cc3F)CC2)CCN1Cc1cccnc1 (stereo not drawn)	1%
Cc1cccc(NC(=O)c2sc(-n3nc(C)c(CCC(C)C)c3C)nc2C)c1C	12%
CCn1nccc1C(=O)N1CCCC2(C=Cc3ccccc3O2)CC1 (stereo not drawn)	12%
CCn1ncc(N2CCC(NC(=O)COc3ccc(F)cc3)CC2)cc1=O	-14%
CCCCN1CC(=O)N2[C@H](C[C@@]3(C)c4ccccc4N(S(=O)(=O)c4ccccc4)[C@@H]23)C1=O	5%
CC1(COc2ccccc2)COc2ccc(C(=O)NCc3cnccn3)cc2N1 (stereo not drawn)	-27%[86.2 µM]
O=C(c1ccc(Cl)cc1)N1CCCC(c2nn(-c3ccc(F)cc3)c(=O)[nH]2)C1 (stereo not drawn)	-14%
CC(OC(=O)c1nn(C)c(=O)c2ccccc12)C(=O)Nc1cc(C(F)(F)F)ccc1Cl (stereo not drawn)	19%
CCOc1ccc(NC(=O)Cc2c(C)[nH]n(-c3nc(-c4ccc(Cl)cc4)cs3)c2=O)cc1	-10%

Sorted by value in KDM5B inh (descending): 3 from the list above.
| structure | KDM5B inh |
| --- | --- |
| O=C1C(N2CCN(S(=O)(=O)c3ccc(F)cc3F)CC2)CCN1Cc1cccnc1 (stereo not drawn) | 1% |
| CCOc1ccc(NC(=O)Cc2c(C)[nH]n(-c3nc(-c4ccc(Cl)cc4)cs3)c2=O)cc1 | -10% |
| CCn1ncc(N2CCC(NC(=O)COc3ccc(F)cc3)CC2)cc1=O | -14% |

Other entries:
SMILES	KDM5B inh
CC1=C(C(N)=O)C(c2ccc(Cl)cc2)n2nc(-c3cccc(C)c3)nc2N1 (stereo not drawn)	11%
N/C(COc1cccc2ccccc12)=N\O	9%
O=C(O)CCN1C(=O)/C(=C\c2ccc(OCc3ccccc3)c(OCc3ccccc3)c2)SC1=S	?
Cc1ccc(NS(=O)(=O)c2ccc3[nH]c4c(c3c2)CCCCCC4)cc1C	?
COc1ccccc1NC(=O)N1CC2CC(C1)[C@H]1CCCC(=O)N1C2 (stereo partly drawn)	-9%
CCc1ccc(-n2c(=O)c3cccnc3n2CC(=O)N(CC)c2cccc(C)c2)cc1	?
Cc1ccc(C2=Nc3ccccc3N(CC(=O)NCc3ccccc3Cl)C(=O)C2)cc1C	-18%
CCC(=O)Nc1cccc(C2OC(=O)N(Cc3ccccc3)C2C(=O)Nc2ccc(F)cc2)c1 (stereo not drawn)	-17%
COc1ccc(C(=O)CSc2nnc3c(=O)n(-c4ccc(C(C)C)cc4)ccn23)cc1OC	3%
CCn1cc(C(=O)NN)c(=O)c2cc(F)c(N3CCOCC3)cc21	?
O=c1c2c(CO)c(-c3ccc(F)cc3)nn2ccn1Cc1cc(F)ccc1F	-26%
COc1ccc2oc(-c3cccc(NC(=O)CC45CC6CC(CC(C6)C4)C5)c3)nc2c1	?
CCS(=O)(=O)Nc1cccc(C2=NN(C(C)=O)C(c3ccccc3C)C2)c1 (stereo not drawn)	16%
CCC(C)Nc1nc2c(c(=O)n(C)c(=O)n2C)n1Cc1ccc(F)cc1 (stereo not drawn)	-11%
CCS(=O)(=O)Nc1ccc(-c2cn3c(C)csc3n2)cc1	?
CCn1c2c(c(=O)n1Cc1ccccc1)CCN(C(=O)COc1ccccc1)C2	-5%[86.2 µM]
CCOc1ccc(-n2cc(-c3ccccc3)c3c(NCC(OC)OC)ncnc32)cc1	?
Cc1nc(C)c(CC(=O)NC2CC(c3cc(=O)[nH]cn3)C2)s1 (stereo not drawn)	-4%
COc1ccc2oc(-c3ccc(NC(=O)c4cccc(F)c4)cc3)nc2c1	?
CC(C)c1ccc2occ(CC(=O)Nc3ccccc3Cl)c2c1	12%
CCCc1cc(C(=O)Nc2ccccc2SC)cs1	-9%
CCc1nc2ccc(C(=O)Nc3cc(C)ccn3)cc2nc1CC	-16%
COCC(=O)NC1CCC12CCN(S(=O)(=O)Cc1ccccc1)CC2 (stereo not drawn)	-3%

Among those listed so far, these contain a CF3 group.
SMILES	KDM5B inh
CCOc1ccc(CCNC(=O)Cn2nnc(-c3ccc(C(F)(F)F)cc3)n2)cc1OCC	-22%
CCOC(=O)c1cc(CC)sc1NC(=O)CC1Sc2ccc(C(F)(F)F)cc2NC1=O (stereo not drawn)	-5%
CC(OC(=O)c1nn(C)c(=O)c2ccccc12)C(=O)Nc1cc(C(F)(F)F)ccc1Cl (stereo not drawn)	19%

A portion of the library; count on the stated rates, not on these rows.
